Screening data deposited in PubChem BioAssay by Southern Research Specialized Biocontainment Screening Center.
NS5 inhibitors = Dengue-2 NS5 methyltransferase inhibitors, primary screen, biochemical, confirmation dose response (AID 588689); Genome polyprotein (Dengue virus type 2 (strain 16681-PDK53)); Dengue-2 NS5 methyltransferase capping enzyme assay, biochemical; higher % means a stronger effect; one-dose inhibition, % at 25 µM; IC50 in µM for titrated hits; 0.3% of 340,000 active; in the data active means a potency from the dose series; inconclusive means inhibition above about 29% without an active follow-up result
NS5 inhibitors pilot replicate = second read-out of NS5 inhibitors, no call of its own (marks repeat the call); inhibition, %; measured here: pilot screen replicate inhibition
The depositor's hits bear a star; ? = inconclusive.

SMILES	NS5 inhibitors	others
O=C(COc1coc(CN2CCc3ccccc32)cc1=O)Nc1cccc(F)c1	4%
Cc1cccc(NS(=O)(=O)c2ccc(C)c(C(=O)NCC(c3ccco3)N3CCCCC3)c2)c1 (stereo unspecified)	-2%
C#CCOCCOCCOCCNc1nc(N2CCN(C(=O)[C@H](CCCCN)n3cc(CC(C)O)nn3)CC2)nc(N2CCN(C(=O)[C@H](Cc3ccc(O)cc3)n3cc(CCO)nn3)CC2)n1 (stereo partly specified)	-4%
COc1cc2c(cc1OC)CN(C(=O)CN1C(=O)NC3(CCCCC3C)C1=O)CC2 (stereo unspecified)	-3%
Cc1cc(NC(=O)COC(=O)Cn2[nH]c(=O)c3ccccc3c2=O)c([N+](=O)[O-])cc1C	8%
CCC(=O)c1ccc(OCC(=O)OCC(=O)N(CCC#N)c2ccc3c(c2)OCCO3)cc1	1%
CCCC(=O)Nc1ccc(C(=O)COC(=O)C2CC2)cc1	1%
CC(C)CN(C(=O)CN1C(=O)NC(c2ccccc2)(c2ccccc2)C1=O)C1CCS(=O)(=O)C1 (stereo unspecified)	-1%
O=C(NC1CC1)c1cccc(NC(=O)C2CCCCC2)c1	5%
O=C(COC(=O)/C=C/c1ccc(F)cc1)Nc1nnc(-c2ccccc2)o1	1%
CN1CCN(c2oc(-c3ccccc3)nc2S(=O)(=O)c2ccccc2)CC1	?
CC(C)OCC1CO1 (stereo unspecified)	-7%
CN(C)c1ccc(C=c2c3ccccc3n3c2c2ccccc2[n+]3C)cc1	-8%
CCN(C(=O)c1cc(Cl)ccc1Cl)C1CCS(=O)(=O)C1 (stereo unspecified)	1%
CC(C)NC(=O)N(C)C[C@H]1OCc2cnnn2CCCC(=O)N([C@H](C)CO)C[C@@H]1C	2%
CC(=O)c1ccc(NC(=O)COC(=O)CC2CC3CCC2C3)cc1 (stereo unspecified)	-1%
CO[C@@]12[C@@H]3N[C@@H]3CN1C1=C(C(=O)C(N)=C(C)C1=O)[C@@H]2COC(N)=O	6%
Cc1cccnc1NC(=O)c1ccc(S(=O)(=O)NCc2ccco2)cc1	-6%
CCCC1NC(=O)c2cc3ccccc3cc2-n2c1nc1ccc(F)cc1c2=O (stereo unspecified)	-7%
O=C(COC(=O)CCC(=O)c1cccs1)Nc1ccc(F)c(F)c1F	0%
O=C1C2C3C=CC(O3)C2C(=O)N1N=Cc1ccc2c(c1)OCO2 (stereo unspecified)	-4%
Cc1noc(C)c1COc1ccccc1C(=O)NCCOc1ccccc1	-7%
C[C@H](CO)N1C[C@H](C)[C@@H](CN(C)Cc2ccc(C(=O)O)cc2)Oc2c(cccc2N(C)C)C1=O	2%
COC(=O)c1ccc2cc(OC)c(OC)cc2c1	-7%
Cc1cccc(NC(=O)CSCC(=O)N2CCN(C(=O)c3ccco3)CC2)c1	-6%
COc1ccc(N=Cc2c(OC)ccc3ccccc23)cc1	-8%
CCN(Cc1ccc2c(c1)OCO2)C(=O)CSc1nc(C)nc2sc(C)c(C)c12	-3%
O=C(COC(=O)C1CC2CCCC(C1)C2=O)NC1CCCCC1 (stereo unspecified)	-1%
CCCn1nc(C(=O)Nc2cccc(S(=O)(=O)N(C)c3ccccc3)c2)c2ccccc2c1=O	-11%
O=C(CCNC(=O)OCC1c2ccccc2-c2ccccc21)NOCc1ccccc1	-2%	NS5 inhibitors pilot replicate=3.6
Cc1csc(N2C(=O)C3C4CCC(O4)C3C2=O)n1 (stereo unspecified)	-12%
CCOc1ncccc1C(=O)OCC(=O)NCCCc1ccccc1	-2%
COc1ccc(C(=O)Nc2ncccc2C)cc1S(=O)(=O)N1CCCc2ccccc21	-1%
CCN1CCN(S(=O)(=O)c2ccc(Cl)c(C(=O)N(C)CCOc3ccc(Cl)cc3)c2)CC1	1%
C=CC[C@@H](CC(=O)N[C@H](CO)Cc1ccccc1)C(=O)N[C@H](COC(=O)[C@@H](CC=C)CC(=O)OC(C)(C)C)Cc1ccccc1	-8%
CC(=O)OCC(=O)C1(O)CCC2C3CCC4=CC(=O)CCC4(C)C3(F)C(O)CC21C (stereo unspecified)	13%
O=C(N[C@@H](Cc1ccccc1)C(=O)N1CCN(S(=O)(=O)c2ccccc2F)CC1)c1ccco1	-3%
C[C@@H]1CN([C@H](C)CO)C(=O)c2cc(-c3ccc(F)cc3)cnc2O[C@H]1CN(C)C(=O)c1ccc(F)cc1	1%
O=c1c2ccccc2nc(-c2ccccc2)n1O	0%
CCN(CC(=O)Nc1ccc(OC)cc1)C(=O)c1cccc(S(=O)(=O)N2CCN(c3ccccc3)CC2)c1	-9%
CCN1C(=NCCOC)N[C@@H](c2cccc(C(F)(F)F)c2)C(C(=O)OC)=C1C	9%
CN(CC(=O)Nc1ccc(Cl)c(C(F)(F)F)c1)C(=O)C1(c2ccccc2)CC1	0%
Cc1ccc(S(=O)(=O)N2[C@@H](c3ccc(C(C)(C)C)cc3)C(C(=O)O)=CC[C@H]2c2ccc(Cl)cc2)cc1	40µM*
O=C1c2cccc3cc([N+](=O)[O-])cc(c23)C(=O)N1c1nncs1	8%
CCC(C(=O)n1cccc1C#N)c1ccccc1C (stereo unspecified)	0%
COc1ccc(-c2nc(C3CCCCC3)c3cc(OC)ccc3n2)cc1	1%
Cn1cnc2ncnn2c1=S	-6%
COc1ccc(-c2coc3cc(OC(C)=O)c(OC)cc3c2=O)cc1	-1%

Next part, starting with the last three of the part before.
SMILES	NS5 inhibitors	others
COc1ccc(-c2nc(C3CCCCC3)c3cc(OC)ccc3n2)cc1	1%
Cn1cnc2ncnn2c1=S	-6%
COc1ccc(-c2coc3cc(OC(C)=O)c(OC)cc3c2=O)cc1	-1%
COc1cccc(NC(=O)CN(C)C(=O)/C=C/c2ccc(S(=O)(=O)N3CCCCCC3)cc2)c1	-4%
O=C(c1cc(COc2cccc3cccnc23)on1)N1CCC[C@H]1CO	1%
CCOC(=O)[C@H]1[C@H]2COc3ccc(Cl)cc3[C@@H]2N2C(=O)CN(CC3CCCO3)C(=O)[C@@]12C (stereo partly specified)	-8%
CCCCN(C(=O)CSCC(=O)Nc1cccc(C)c1)c1c(N)n(CCCC)c(=O)[nH]c1=O	-8%
COc1cccc(CN2CC(C(=O)NCCc3cn4cccnc4n3)CCC2=O)c1 (stereo unspecified)	8%
O=C(COC(=O)CCOc1ccccc1)Nc1cc(S(=O)(=O)N2CCCCC2)ccc1Cl	-1%
C[C@@H]1CC=C[C@@H]2[C@H]1C(=O)N(Cc1ccccc1)[C@H]2c1cccc(Br)c1	6%	NS5 inhibitors pilot replicate=0.3
O=C(COc1cccnc1[N+](=O)[O-])Nc1c(Cl)cccc1Cl	2%
CCOC(=O)Nc1ccc2c(c1)Cc1cc([N+](=O)[O-])ccc1-2	13%
O=C(COC(=O)c1ccco1)Nc1cccc(S(=O)(=O)N2CCOCC2)c1	-1%
CC1CCCC(NC(=O)CSc2nnc(-c3cccnc3)n2N)C1C (stereo unspecified)	11%
Cc1cccc(C)c1NC(=O)CN(C)C(=O)c1ccc2nc[nH]c2c1	-2%
COc1ccc(NC(=O)N(C)C[C@H]2Oc3ccc(NC(=O)Nc4c(C)noc4C)cc3C(=O)N([C@H](C)CO)C[C@H]2C)cc1	-2%
COc1ccccc1C(CNC(=O)CNC(=O)c1ccc(C)c(C)c1)N1CCCC1 (stereo unspecified)	0%
O=C1CC(C(=O)N2CCN(Cc3ccccc3)CC2)CN1Cc1ccccc1 (stereo unspecified)	0%
CCOc1ccc2oc(C(=O)N(Cc3nnc(-c4ccccc4Cl)o3)C3CC3)c(C)c2c1	1%
CN(CC(=O)Nc1cccc(S(=O)(=O)NC2=NCCC2)c1)Cc1cccc(F)c1	0%
O=C1NC(c2ccccc2)C(c2ccccc2)N1 (stereo unspecified)	2%
COc1ccc(O)c(/C=N/Nc2nc(C)cc(-c3ccccc3)n2)c1	6%
C[C@H](NC(=O)c1[nH]cnc1C(=O)Nc1ccccc1)c1ccccc1	-3%
CC(=O)Nc1cccc(OCC(=O)Nc2cccc(S(=O)(=O)N3CCCC3)c2)c1	-14%
Cc1ccc(S(=O)(=O)N2CCCc3ccccc32)cc1	-7%
CCCCc1ccc(NC(=O)C2CCCC2)cc1	2%
N#Cc1ccc(OCC(=O)Nc2nc(-c3ccccn3)cs2)cc1	4%

4 records drawn at random from those above:
SMILES	NS5 inhibitors	others
O=C1CC(C(=O)N2CCN(Cc3ccccc3)CC2)CN1Cc1ccccc1 (stereo unspecified)	0%
N#Cc1ccc(OCC(=O)Nc2nc(-c3ccccn3)cs2)cc1	4%
CCCCc1ccc(NC(=O)C2CCCC2)cc1	2%
CCOc1ccc2oc(C(=O)N(Cc3nnc(-c4ccccc4Cl)o3)C3CC3)c(C)c2c1	1%

Returning to the listing, repeating the 4 entries before the break.
SMILES	NS5 inhibitors	others
CC(=O)Nc1cccc(OCC(=O)Nc2cccc(S(=O)(=O)N3CCCC3)c2)c1	-14%
Cc1ccc(S(=O)(=O)N2CCCc3ccccc32)cc1	-7%
CCCCc1ccc(NC(=O)C2CCCC2)cc1	2%
N#Cc1ccc(OCC(=O)Nc2nc(-c3ccccn3)cs2)cc1	4%
Cc1nc(SCC(=O)Nc2ccc3[nH]c(=O)[nH]c3c2)nc(C)c1C	10%
COC(=O)c1c(C)[nH]c(C(=O)C(C)OC(=O)C2CC2C)c1C (stereo unspecified)	-6%
O=C(Nc1ccncc1)C1CC(=O)N(Cc2ccccc2)C1 (stereo unspecified)	-4%
COc1ccccc1CN(C)C[C@H]1OCc2cnnn2CCCC(=O)N([C@@H](C)CO)C[C@@H]1C	-1%
O=C1C(c2ccccc2)=[N+]([O-])c2ccccc21	4%
CC(C)(C)[C@H]1COC(=O)[C@@H](Cc2ccc(F)cc2)C/C=C\C[C@@H](CC(=O)N[C@@H](CO)Cc2ccccc2)C(=O)N1	-4%
CC(=O)c1cccc(NC(=O)C(C)OC(=O)Cc2c[nH]c3ccccc23)c1 (stereo unspecified)	6%
CCCC(=O)N(Cc1cc2cc(OC)ccc2[nH]c1=O)c1ccc(OC)cc1	3%
CN(C(=O)c1ccc(NC(=O)Cc2ccc(NC(=O)C3CCN(C(=O)CCc4ccccc4)CC3)cc2)cc1)C1CC1	6%
CCCn1c(SCC(=O)NCC(=O)Nc2ccc(F)c(F)c2F)nc2ccccc2c1=O	0%
CCOc1ccc(S(=O)(=O)NCCC(=O)N(CC)CC(=O)Nc2c(F)cccc2F)cc1	3%
CC(C)Cn1c(N)c(C(=O)COC(=O)c2nccnc2N)c(=O)n(C)c1=O	-10%
Clc1ccc(Nc2ccc3ccccc3n2)cc1	8%
Cc1ccc(C(=O)NCCc2nnc3ccc(SCC(=O)Nc4nnc(C)s4)nn23)cc1	2%
O=C(CSc1nnc(-c2ccco2)o1)NCCc1ccccc1	-2%
CCc1ccccc1NC(=O)CNC(=O)c1cc(C2CC2)nc2c1cnn2C(C)C	1%
NC(=O)c1ccsc1NC(=O)COC(=O)CNC(=O)c1ccc(F)cc1	-11%
COc1ccc2c(c1)CCCC21NC(=O)N(CC(=O)c2cc(F)ccc2F)C1=O (stereo unspecified)	-4%
C[C@H]1CN([C@@H](C)CO)C(=O)c2cc(NS(=O)(=O)c3ccc(Cl)cc3)ccc2O[C@@H]1CN(C)CC1CCCCC1	-3%
COc1ccc(S(=O)(=O)N2CCOCC2)cc1NC(=O)C1CCCCN1S(=O)(=O)c1ccccc1 (stereo unspecified)	3%
CC(C)(C)Cc1c(-c2ccc(F)cc2)nc2ccc(Br)cn12	1%
Cc1ccc(C(=O)OCC(=O)N2c3ccccc3NC(=O)C2(C)C)cc1S(=O)(=O)N1CCCCC1	3%
Oc1ccccc1C=NCCN1CCN(CCN=Cc2ccccc2O)C1c1ccccc1O (stereo unspecified)	-7%
Cn1nc(N2CCN(S(=O)(=O)c3ccccc3)CC2)c(=O)n(C)c1=O	-5%
Cc1ccccc1-n1c(SCC(=O)N2CCN(c3ccccn3)CC2)nnc1N1CCOCC1	-15%
O=C(COC(=O)C1CC1)NCCNC(=O)COC(=O)C1CC1	-1%
COc1ccccc1N1CCN(CCCCN2C(=O)C3CCCN3C2=O)CC1 (stereo unspecified)	-6%
N#CCCN(C(=O)COC(=O)CCc1nc2ccccc2c(=O)[nH]1)c1ccc(F)cc1	-7%
Cc1ccc(NC(=O)CN(C)C(=O)C(C)OC(=O)CNC(=O)c2ccc(Cl)c([N+](=O)[O-])c2)cc1 (stereo unspecified)	-7%
CN(C(=O)CSc1nnnn1C)C1(C#N)CCCCC1	0%
COc1cc(C(=O)Nc2cc(Cl)ccc2-n2cncn2)ccc1OC(F)F	1%
CN(C(=O)COC(=O)c1ccc(Cl)s1)C1(C#N)CCCCC1	-4%

Entries from the list above that contain two or more sulfur atoms (three):
SMILES	NS5 inhibitors	others
CCN(Cc1ccc2c(c1)OCO2)C(=O)CSc1nc(C)nc2sc(C)c(C)c12	-3%
Cc1ccc(C(=O)NCCc2nnc3ccc(SCC(=O)Nc4nnc(C)s4)nn23)cc1	2%
COc1ccc(S(=O)(=O)N2CCOCC2)cc1NC(=O)C1CCCCN1S(=O)(=O)c1ccccc1 (stereo unspecified)	3%

This is a subset (hit frequency here may not be typical).
